RORA act = activators of human nuclear receptor RORA | P35398 | CHO-K1 Gal4-RORA LBD luciferase reporter, luminescence; percent increase over mock-subtracted basal signal | hit rate 1.5% among 65,000 | activation, % at 10 µM | AID 560;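 active means activation above the mean of all tested compounds plus 3 SD, cut at about 49% in these data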;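 further: 0% = DMSO-treated RORA cells and 100% = added signal equal to DMSO minus mock-transfected cells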
CatB mixtures = inhibitors of human cathepsin B in compound mixtures; AID 488; hit rate 0.06% among 62,000; P07858; Purified cathepsin B, AMC dipeptide fluorescence; inhibition, %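 (ten-compound pools at 5 µM per compound and 50 µM total)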; in the data active means inhibition above about 22%, passing the limit was not always enough; inconclusive means no clear call, values can overlap the other calls;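 further: 0% = enzyme without compound and 100% = no enzyme blank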
ROCK2 inh = inhibitors of human Rho kinase 2 | O75116 | purified ROCK2, Kinase-Glo ATP depletion luminescence | inhibition, % at 6 µM | hit rate 0.35% among 60,000 | AID 604;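 active means inhibition above the screen-wide mean inhibition plus 3 SD, cut at about 18% in these data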;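 further: plate controls were DMSO wells for no effect and Y-27632 control wells after no-enzyme background subtraction for full effect; many of its hits are not listed in these tables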
PKA inh = blocks human protein kinase A activity; P17612; PKA Kemptide phosphorylation, Kinase-Glo ATP luminescence; inhibition, % at 6 µM; hit rate 0.1% among 65,000;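 active means inhibition above the screen-wide mean inhibition plus 3 SD, cut at about 21% in these data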; further: many of its hits are not listed in these tables
E coli RNAP = inhibitors of Escherichia coli RNA polymerase. P0A8V2. E. coli RNA polymerase, fluorescence transcription assay. inhibition, %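 (tested at 10 µM)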. hit rate 0.2% among 62,000; in the data active means inhibition above about 20%;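 further: 0% = enzyme without compound and 100% = no enzyme blank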
CatB inh = blocks human cathepsin B protease activity; hit rate 0.1% among 63,000; P07858; inhibition, %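 (tested at 10 µM)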; purified cathepsin B, fluorogenic substrate, fluorescence; in the data active means inhibition above about 21%;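 further: 0% = enzyme with no compound and 100% = no enzyme blank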
CatS block = human cathepsin S inhibition. recombinant cathepsin S, AMC dipeptide fluorescence, pooled mixtures. hit rate 0.06% among 62,000. inhibition, %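 (tested at 5 µM per compound within 10-compound mixtures)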. P25774. AID 501; in the data active means inhibition above about 32%, passing the limit was not always enough; inconclusive means no clear call, values can overlap the other calls;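 further: 0% = enzyme without compound and 100% = blank without enzyme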
Target sequence (P25774 115-331 limits assumed): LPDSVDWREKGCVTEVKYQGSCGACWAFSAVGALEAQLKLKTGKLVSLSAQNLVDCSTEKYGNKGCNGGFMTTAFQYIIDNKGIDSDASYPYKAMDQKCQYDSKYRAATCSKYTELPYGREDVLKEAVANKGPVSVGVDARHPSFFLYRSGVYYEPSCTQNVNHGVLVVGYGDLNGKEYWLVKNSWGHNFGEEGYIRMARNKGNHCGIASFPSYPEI
JNK3 blocker = inhibitors of human JNK3 kinase. hit rate 0.61% among 60,000. purified JNK3 kinase activity, HTS. inhibition, % at 8 µM. P53779; in the data active means inhibition above about 17%;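 further: 0% = DMSO and 100% = reference inhibitor; many of its hits are not listed in these tables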
Target sequence (P53779 whole entry, looked up): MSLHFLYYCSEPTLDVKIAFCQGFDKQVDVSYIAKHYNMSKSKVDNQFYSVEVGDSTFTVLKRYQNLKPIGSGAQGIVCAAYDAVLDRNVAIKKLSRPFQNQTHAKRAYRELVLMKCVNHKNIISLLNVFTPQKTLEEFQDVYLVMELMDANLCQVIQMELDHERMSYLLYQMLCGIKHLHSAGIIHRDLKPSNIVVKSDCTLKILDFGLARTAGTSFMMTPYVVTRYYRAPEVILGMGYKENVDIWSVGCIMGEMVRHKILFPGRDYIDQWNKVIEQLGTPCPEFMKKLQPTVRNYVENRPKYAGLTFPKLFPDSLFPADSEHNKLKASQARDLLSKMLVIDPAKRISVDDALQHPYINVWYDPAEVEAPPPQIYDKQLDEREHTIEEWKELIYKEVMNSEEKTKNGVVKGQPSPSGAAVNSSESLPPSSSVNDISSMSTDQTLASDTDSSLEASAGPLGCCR
AP complement = orthogonal test for alternative complement pathway inhibitors. inhibition, % at 5 µM. Human serum alternative complement pathway, LPS-coated ELISA, C3 deposition; tested in compound mixtures. AID 1235. hit rate 0.08% among 62,000;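 active means inhibition above 30% in each of the two pooled mixtures holding the compound, so the lower value exceeds 30%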;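 further: 0% = serum in Mg-EGTA without compound and 100% = EDTA serum blank; some compounds past the cut are filed as inactive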
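Test system – human serum alternative complement pathway, C3 deposition on LPS-coated wells · Buffer or medium – diluted human serum in Mg2+-EGTA GVB++ · Compound dosing – 5 µM each compound, pools of ten, 50 µM per pool · Schedule – 1 h serum-compound exposure at 37 °C · Measured by – Anti-C3 ELISA, OD 450 nm · Read-out basis – percent inhibition of C3 deposition onto LPS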
* marks the source's active call; other numbers are inactive results; ? = inconclusive; · = no result given.

SMILES	RORA act	CatB mixtures	ROCK2 inh	PKA inh	E coli RNAP	CatB inh	CatS block	JNK3 blocker	AP complement
CCOC(=O)N1CCC(NC(=O)CCC(=O)N2CC(C)Oc3ccccc32)CC1 (stereo not given)	-18	-1	-2	7	1	1	-2	-5	6
Cc1nc2cc(-c3cccc(Cl)c3)nn2c(N2CCN(C(=O)c3ccco3)CC2)c1C	25	-6	6	7	-7	2	-4	-3	-10
CCOC(=O)C1CCCN(CC(=O)/C=C2/N(C)c3ccccc3C2(C)C)C1 (stereo not given)	3	1	6	5	2	11	-1	3	-11
Cc1cccc(N2CCN(S(=O)(=O)c3ccc4c(c3)n(C)c(=O)c(=O)n4C)CC2C)c1 (stereo not given)	-13	-6	-6	-10	-5	-5	-9	-5	15
CCOC(=O)C1CCN(c2c(NCCCN3CCN(Cc4ccccc4)CC3)c(=O)c2=O)CC1	-6	-3	1	6	-7	3	-7	-13	0
COc1ccc(NC(=O)c2cc3n(n2)C(C(F)(F)F)CC(c2ccco2)N3)cc1 (stereo not given)	11	4	-2	-6	3	3	-2	10	9
N#Cc1nc(COc2ccccc2)oc1N1CCCC1	-3	·	4	4	10	-1	·	-4	·
CCCN1CCC(NC(=O)Nc2ccc(F)cc2F)CC1	-7	6	7	-1	2	2	-2	0	14
COc1ccc(NC2c3ncccc3C(=O)N2Cc2ccccc2)c(OC)c1 (stereo not given)	-27	-7	-9	1	4	4	-6	1	10
O=C(CSc1nc2sc3c(c2c(=O)n1-c1ccccc1)CCCC3)NCc1ccco1	-18	-1	-2	4	6	3	0	-4	5
CCc1ccc2[nH]c(=O)c(CN(CCN3CCOCC3)C(=O)Nc3ccccc3F)cc2c1	11	-4	-3	-5	-2	1	2	1	-7
CC1CCN(C(=O)CSc2ccc3nnc(-c4cccc(F)c4)n3n2)CC1	12	6	-7	10	6	9	19	-3	-2
O=C1Nc2ccc(S(=O)(=O)NCc3ccco3)c3cccc1c23	-2	2	·	7	-5	2	-6	·	8
CC(C)(C)NC(=O)/C=N/O	-14	8	5	6	9	2	-1	6	18
CCC(=O)n1nc(-c2cccnc2)nc1NCc1ccc(OC)cc1	-10	-1	-6	-8	3	-3	-4	5	8
CN(C)c1ccc(C=Nc2cnn(C)c2C(N)=O)cc1	2	·	-2	-5	-1	3	·	-11	·
CCn1c(SCC(=O)Nc2cc(NC(C)=O)ccc2OC)nnc1-c1cccnc1	-17	-12	-8	-3	6	4	-10	0	-8
CCCCSc1nc(CCC)cc(=O)[nH]1	·	4	·	·	7	2	4	·	-8
C=CCOC(=O)C1=C(C)OC(N)=C(C#N)C1c1c(C)nn(-c2ccccc2)c1Cl (stereo not given)	7	-5	-3	-3	-8	-2	2	1	22
COCCn1c(N)c(C(=O)Nc2sc3c(c2C(=O)OC)CCCC3)c2nc3ccccc3nc21	1	1	1	0	-14	2	10	2	7
CCc1ccc(N(CC(=O)Nc2ccc(OC)cc2OC)S(C)(=O)=O)cc1	-11	-1	-4	-3	-4	0	12	2	11
Cc1ccc(P(=O)(O)c2ccc(C)cc2)cc1	·	-1	·	·	8	·	15	·	-5
CC1CN(C2CCN(S(=O)(=O)c3ccc4ccccc4c3)CC2)CC(C)O1 (stereo not given)	-11	·	4	1	10	2	·	6	·
O=C(Nc1ccc(-c2nc3ccccc3[nH]2)cc1)C1CCCO1 (stereo not given)	-1	3	-48	-22	4	-3	-3	-4	18
Cn1c(Sc2nc3ccccc3n2C)nc2ccccc21	-13	2	3	12	1	2	0	4	9
Cn1c(=O)cc(OCC(=O)NCc2ccccn2)c2ccccc21	7	-2	-1	-2	-5	0	-5	4	7
CCOC(=O)N1CCN(c2c(-c3ccc(C(C)C)cc3)c(=O)c2=O)CC1	-16	5	4	-1	-1	-4	-6	-3	7
Cn1c(=O)c2c(nc(Oc3ccccn3)n2C)n(C)c1=O	-4	-2	5	10	6	0	6	-12	-6
COc1ccc(C(=O)Nc2nncs2)cc1S(=O)(=O)N1CC(c2ccccc2)CC1=O (stereo not given)	0	-6	9	12	3	1	-9	-5	11
Cc1ccc(Cn2c(SCC(=O)Nc3cc(C)on3)nc3ccccc3c2=O)cc1	1	-2	4	12	1	-1	6	2	-15
Cc1[nH]c2ccccc2c1Cc1nnc(SCC(=O)NCc2ccco2)o1	-3	3	3	10	-14	-5	3	-3	-5
CCOC(=O)CNC(=O)CSc1nnc(-c2cccc(C)c2)n1-c1ccc(OC)cc1	-4	1	-6	-10	7	4	10	0	4
CCCCNC(=O)c1c(O)c2cccc3c2n(c1=O)CCC3	-10	-1	8	11	2	5	0	2	8
Cn1c(=O)oc2cc(S(=O)(=O)NCC3CCCO3)ccc21 (stereo not given)	16	·	10	2	·	·	·	5	·
COc1ccc(CN2C(=O)C3C4C=CC(C4)C3C2=O)cc1 (stereo not given)	-2	5	·	5	3	2	-12	·	9
O=c1c2c(nc3c(-c4cccc(Br)c4)c[nH]n13)CCCC2	-22	4	3	3	-1	-8	-3	5	12
O=C(O)CCN=C1CCCc2ccccc2N1	-4	-2	2	3	-7	1	-5	0	-5
Cn1nccc1C(=O)Nc1ccccc1C(=O)O	-11	·	7	5	10	5	·	-5	·
O=[n+]1c2c(n([O-])c3c1CCC3)CCCC2	1	-4	4	18	7	1	-21	0	9
CCOc1ccc(OCC)c(NC(=O)CN2CCN(C(=O)c3ccco3)CC2)c1	0	3	-2	-2	-12	2	?	0	-18
CC1(C)CC(=O)C=C(NCC(=O)O)C1	-9	4	8	8	-1	-6	-3	-4	12
Nc1c(C(=O)NCCN2CCOCC2)c2nc3ccccc3nc2n1-c1cccc(F)c1	3	-1	2	4	-22	-14	-11	0	11
CCOCCCNC(=O)CCNC(=O)c1cc(OC)c(OC)c(OC)c1	7	-1	-1	4	0	5	-9	-6	16
CCOC(=O)c1ccc(NC(=O)CN(c2ccc(C)cc2)S(=O)(=O)c2c(C)n[nH]c2C)cc1	30	0	2	9	4	0	-6	4	4
Cc1ccc(OCC(=O)NCc2ccccn2)cc1	-6	1	6	8	12	1	1	4	10
O=C(O)c1ccccc1-c1ccccc1C(=O)NCc1ccco1	-13	-1	2	-4	5	1	8	-4	-7
COc1cc(-c2nn3c(C4CCCCC4)nnc3s2)cc(OC)c1OC	-8	·	7	4	5	1	·	-8	·
Cc1nn2c(-c3cccc(NC(=O)c4ccco4)c3)nnc2c2ccccc12	1	·	8	8	·	·	·	-1	·
CCCn1c(=O)[nH]c(=O)c2[nH]cnc21	-18	4	-1	-8	6	-2	3	-3	4
CCOC(=O)N1CCC(NC(=O)c2cccnc2SC)CC1	-8	5	-2	-1	4	5	1	7	10
CCN(CC)c1cccc(OC2=NS(=O)(=O)c3ccccc32)c1	-18	7	5	2	2	3	-4	-9	19
Cc1cc(C)c2c(N)c(S(=O)(=O)c3ccccc3)sc2n1	-12	3	4	4	3	3	13	1	14
CC1=CC(C)(C)N(C(=O)CSc2nnc(-c3ccccc3)o2)c2ccc(C)cc21	5	2	-5	-4	8	-2	3	-7	13
COc1ccc(Nc2nc(OC)nc(N3CCN(c4ccc(OC)cc4)CC3)n2)cc1	-14	7	7	8	13	5	14	5	4
Cc1c(C(=O)NC2CCCc3ccccc32)oc2ccc(S(=O)(=O)N3CCOCC3)cc12 (stereo not given)	20	3	·	5	12	2	4	·	9
O=C(COc1ccccc1)Nc1ccc(S(=O)(=O)N2CCCC2)cc1	-2	4	0	6	-2	4	3	2	12
C=CCC(C#Cc1ccccc1)N(C)C (stereo not given)	-3	-4	·	5	5	3	-5	·	-1
O=C(COc1ccc(S(=O)(=O)Nc2ccccc2)cc1)N1CCOCC1	-24	5	1	-3	11	0	15	1	8
COCCSc1nnc(NC(=O)COC)s1	15	0	6	5	-6	0	-3	1	-16
Clc1ccc(Cn2cccc2C2=NCCO2)cc1	-11	5	1	2	10	-4	-16	7	12

Reprinted at random: 2 compounds from above.
SMILES	RORA act	CatB mixtures	ROCK2 inh	PKA inh	E coli RNAP	CatB inh	CatS block	JNK3 blocker	AP complement
C=CCC(C#Cc1ccccc1)N(C)C (stereo not given)	-3	-4	·	5	5	3	-5	·	-1
CCN(CC)c1cccc(OC2=NS(=O)(=O)c3ccccc32)c1	-18	7	5	2	2	3	-4	-9	19

Other results follow:
SMILES	RORA act	CatB mixtures	ROCK2 inh	PKA inh	E coli RNAP	CatB inh	CatS block	JNK3 blocker	AP complement
Cc1ccc(C2CC(=O)c3cnc(NC(=O)c4ccco4)nc3C2)cc1 (stereo not given)	16	2	-1	4	6	-4	0	7	5
CN(C)c1oc(COc2ccc(F)cc2)nc1C#N	4	3	7	7	6	3	1	-9	3
Cn1c(NC(=O)CC2CCCCC2)cc(=O)n(C)c1=O	0	3	2	-1	-4	-2	2	0	13
CC(=O)c1ccc(OCCCC(=O)n2nnc3ccccc32)cc1	-10	-3	-1	-6	-5	0	10	-2	14
COc1ccccc1NC(NC(=O)c1ccco1)C(=O)c1ccccc1 (stereo not given)	-12	2	9	7	12	3	2	-4	1
CCOC(=O)CSc1nnc(CSc2nc3ccccc3c(=O)[nH]2)n1-c1ccccc1	3	3	7	5	9	5	3	1	2
CCOC(=O)c1csc(NC(=O)c2ccc(OC)c(OC)c2)n1	16	6	2	1	1	-7	0	5	14
CC(=O)NC(CCS(C)(=O)=O)C(=O)Nc1ccc(F)cc1Cl (stereo not given)	-13	3	8	9	8	7	0	-2	5
O=C(CSc1nnc2ccccn12)c1ccccc1	37	7	1	8	4	9	-11	-6	12

Only part of the results is shown, so the mix of outcomes need not match the whole.
